Assay outcomes deposited in PubChem by NCI.
yeast bub3 = NCI yeast anticancer drug screen, S. cerevisiae bub3 mutant strain | 78,000 tested, 9.9% active | growth inhibition, % at 50 µM;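 note: 0% = growth of vehicle-only cultures of the same strain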
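Screening used yeast with an engineered genetic alteration affecting cell cycle control. Compound-exposed cultures were compared with vehicle cultures, and reduced growth was taken as inhibition.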
cln2 rad14 = NCI yeast anticancer drug screen, S. cerevisiae cln2 rad14 strain; growth inhibition, % at 50 µM; 78,000 tested, 8.3% active; AID 165;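 note: 0% = growth of vehicle-only cultures of the same strain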
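Yeast strain cln2 rad14, bearing defects in cell cycle control and DNA repair, serves as the test system; values reflect growth inhibition compared with vehicle.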
yeast sgs1 mgt1 = NCI yeast anticancer drug screen, S. cerevisiae sgs1 mgt1 strain. growth inhibition, % at 50 µM. 78,000 tested, 10% active;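 note: 0% = growth of vehicle-only cultures of the same strain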
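Growth of a repair-deficient yeast mutant was monitored after compound treatment and expressed as inhibition relative to vehicle-treated cultures.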
mlh1 rad18 = NCI yeast anticancer drug screen, S. cerevisiae mlh1 rad18 strain | growth inhibition, % at 50 µM | 79,000 tested, 11% active;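 note: 0% = growth of vehicle-only cultures of the same strain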
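Yeast w/ defined DNA-repair lesions; compound exposure; growth vs vehicle controls → % inhibition.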
yeast rad50 = NCI yeast anticancer drug screen, S. cerevisiae rad50 strain | growth inhibition, % at 50 µM | 79,000 tested, 10% active;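 note: 0% = growth of vehicle-only cultures of the same strain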
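Cells are treated with compound, grown, and their growth is then scored against vehicle-only cultures of the same repair-deficient yeast strain.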
mec2-1 = NCI yeast anticancer drug screen, S. cerevisiae mec2-1 strain; 79,000 tested, 9% active; AID 157; % growth inhibition at 50 µM;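 note: 0% = growth of vehicle-only cultures of the same strain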
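Test agents were screened against the mec2-1 yeast strain, with defined DNA repair or cell cycle alteration. Growth was scored as inhibition against vehicle-only controls.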
* hit, by the source's call; . = not tested or not shown; & = joins results of further samples; ! = not active in a repeat. Cut-off read from the data, not from the text of the source: active = growth inhibition above about 70%; inactive = the rest. This is a subset, so the mix of outcomes need not match the whole.

SMILES	yeast bub3	cln2 rad14	yeast sgs1 mgt1	mlh1 rad18	yeast rad50	mec2-1
O=C(O)C1C2c3ccccc3C(c3ccccc32)C1C(=O)O (stereo unspecified)	71*!	11&25	-33&53	-42&37	-33&53	87*!
O.O.O=Cc1ccccc1O.O=Cc1ccccc1O.[Co]	92*	79*	98*	98*	98*	92*
CN=C(N)N	5	-41	-15	-35	-10	-22
O=NNc1ccc(F)cn1	-49	-24	-45	-40	-6	17
Oc1c(Cl)c(Cl)c(O)c(Cl)c1Cl	99*	96*	99*	99*	99*	99*
COc1ccc2nc3ccccc3c(NCCN(C)CCCl)c2c1	14	11	14	24	9	4
CCCNC(=O)CCl	-1	-5	-6	10	22	9
Nc1nc(-c2ccccc2)[nH]c(=O)c1N=Cc1ccc(N(CCCl)CCCl)cc1	-6	11	21	16	24	9
[C-]#[O+].[C-]#[O+].[C-]#[O+].[Cr].c1ccc(P(CC[PH+](CC[PH+](CC[PH+](c2ccccc2)c2ccccc2)c2ccccc2)c2ccccc2)c2ccccc2)cc1 (stereo unspecified)	34	19	41	38	36	14
O=C(NC1CN2CCC1CC2)C(c1ccc(F)cc1)c1ccc(F)cc1 (stereo unspecified)	5	-2	-29	-25	-4	-30

Grouped by structure, the compounds so far with fluorine
SMILES	yeast bub3	cln2 rad14	yeast sgs1 mgt1	mlh1 rad18	yeast rad50	mec2-1
O=NNc1ccc(F)cn1	-49	-24	-45	-40	-6	17
O=C(NC1CN2CCC1CC2)C(c1ccc(F)cc1)c1ccc(F)cc1 (stereo unspecified)	5	-2	-29	-25	-4	-30

Next section:
SMILES	yeast bub3	cln2 rad14	yeast sgs1 mgt1	mlh1 rad18	yeast rad50	mec2-1
N.N.N.N.O=C([O-])CCl.O=C([O-])CCl.[Co+3].[O-][Cl+3]([O-])([O-])[O-]	-6	27	-30	-18	-32	0
C1CC[N-]CC1.CC(=N\O)/C(C)=N/O.CC(=N\O)/C(C)=N/O.[CH2-]c1ccccc1.[Co+2]	16	-36	-13	-4	-4	-1
COc1ccc(C(Cc2ccc(Cl)c(Cl)c2)NCCO)cc1 (stereo unspecified)	59	12	31	86*	75*	23
NC1=NNC(N)=NN1	-17	2	-12	3	-6	4
CCOC(=O)/C(=C\c1ccc(C(=O)OC)cc1)[Se]c1ccccc1	38	52	64	59	74*	41
Cc1cc(N=[N+]=[N-])c2ccccc2n1	5	-49	-10	-4	-54	-15
CN=C(N)N/N=C(\C)c1ccc2sc3ccc(/C(C)=N/NC(N)=NC)cc3c2c1	-8	21	13	30	75*	24
O=[N+]([O-])C(CO)C(CO)[N+](=O)[O-] (stereo unspecified)	-13	-21	-1	-18	-6	-12
CN(C)P(=O)(N(C)C)N1CCCC1	-31	-14	4	-7	-12	-3
Cc1nccc2c1[nH]c1ccc(Br)cc12	10	-2	-8	1	14	12
COCCCCCC(=O)CP(=O)(OC)OC	-6	-13	-1	9	-7	-1
CCC[P+](CCC)(CCC)CCCCCCCCCC[P+](CCC)(CCC)CCC	-1	-21	2	0	-3	-13
NNC(=O)c1ccncc1	25	9	22	32	22	-3
CC1=C2C(=C[C@@](C)(CO)[C@@H]2O)C(=O)[C@](C)(O)C12CC2	-41	23	44	12	34	23
O=C(NCC(O)CO)c1ccc(N(CCCl)CCCl)c([N+](=O)[O-])c1[N+](=O)[O-] (stereo unspecified)	13	8	16	17	17	5
[Cl][Sn]1([Cl])[CH2]CC[CH2][Sn]([Cl])([Cl])[CH2]CC[CH2]1	-5	39	-13	27	3	34
CN(C)CCNC(=O)c1cc([N+](=O)[O-])c(N(CCCl)CCCl)cc1[N+](=O)[O-]	-23	-11	-20	4	-10	-21
CC1(C)N=C(N/N=C/c2ccccc2)SP1(=O)NNc1ncccn1 (stereo unspecified)	4	2	-20	1	-8	1
CNC(=O)OCC1C2=C(C(=O)C(C)=C(N)C2=O)N2CC3C(N3C)C12OC (stereo unspecified)	29	43	42	67	52	55
CC12NCCC(CC(=O)N1)C2(C)C (stereo unspecified)	0	-4	5	3	-2	0
CCNC1CCCCC1	-19	29	-14	20	26	-5
NC(Cc1ccc(Cl)cc1)P(=O)(O)O (stereo unspecified)	-12	-54	-7	-16	8	-4
CN(C)[C@@H]1C(=O)C(C(N)=O)=C(O)[C@]2(O)C(=O)C3C(=O)c4c(O)ccc(Cl)c4[C@](C)(O)[C@H]3C[C@@H]12 (stereo partly specified)	3	-2	23	-3	-6	8
O=C1C=CC(=Nc2ccc(N(CCCl)CCCl)cc2)c2ccccc21	17	17	22	23	24	15
CSC(=S)NNC(=O)c1cccc(S(=O)(=O)F)c1	.	.	.	51	-3	-9
CN1CCC23c4c5ccc(O)c4OC2C(=NN=C2CCC4(O)C6Cc7ccc(O)c8c7C4(CCN6C)C2O8)CCC3(O)C1C5 (stereo unspecified)	4	1	6	23	6	10
CN(C)c1ccc(N=Nc2cccc(C(=O)[O-])c2)cc1.CN(C)c1ccc(N=Nc2cccc(C(=O)[O-])c2)cc1.NC1CCCCC1N.[Pt+4]	-28	1	-18	37	-13	-4
CN1CCOC(c2ccccc2)c2ccsc2CC1 (stereo unspecified)	9	0	35	17	17	-5
[Cl][Co][Cl].[NH-]CC[NH-].[NH-]CC[NH-]	2&37	9&-10	-5&25	-23&37	-10&19	30&9
CCOC(=O)N(N=O)C(C)CC (stereo unspecified)	-5	0	-10	5	-9	0

Already shown: entries from further up.
SMILES	yeast bub3	cln2 rad14	yeast sgs1 mgt1	mlh1 rad18	yeast rad50	mec2-1
CCNC1CCCCC1	-19	29	-14	20	26	-5
NC(Cc1ccc(Cl)cc1)P(=O)(O)O (stereo unspecified)	-12	-54	-7	-16	8	-4
CN(C)[C@@H]1C(=O)C(C(N)=O)=C(O)[C@]2(O)C(=O)C3C(=O)c4c(O)ccc(Cl)c4[C@](C)(O)[C@H]3C[C@@H]12 (stereo partly specified)	3	-2	23	-3	-6	8

Next structures follow.
SMILES	yeast bub3	cln2 rad14	yeast sgs1 mgt1	mlh1 rad18	yeast rad50	mec2-1
COC(=O)C(C)(C)[n+]1c(C)cc(C)cc1C	-6	-7	-3	6	-5	-3
COC(C)CCOC(=O)Cc1ccccc1 (stereo unspecified)	13	-41	0	5	16	-5
COC(=O)CCCCCCCCC[CH2][Hg][Cl]	98*	97*	98*	98*	95*	97*
C[N+]1(C)C2CC(O)CC1C1OC12 (stereo unspecified)	-4	3	1	4	-4	5
CCCCCc1cc(OC(=O)CCCN(CC)CC)c2c(c1)OC(C)(C)[C@@H]1CCC(C)=C[C@@H]21	88*	90*	90*	92*	87*	91*
COc1cc2c[n+](C)c3c4cc(OC)c(OC)cc4ccc3c2cc1OC	2&-26	-2&-18	21&-35	18&-32	24&-31	-17&-40
CCC(C)C(=O)OC1C(O)C2C(CN3CC(C)CCC3C2(C)O)C2CC34OC5(O)C(OC(=O)C(C)(O)C(C)O)CCC3(C)C5C(OC(C)=O)C(OC(C)=O)C4C21O (stereo unspecified) (tested in a mixture with another compound)	26	16	19	25	35	6
O=C(NCCCc1ccc(S(=O)(=O)F)cc1)Oc1ccc([N+](=O)[O-])cc1	16	3	14	31	30	13
CCOP(=O)(OCC)c1ccccc1	-4	-18	-5	20	14	9
CC([NH-])C(=O)O.CC([NH-])C(=O)O.[Cu+2] (stereo unspecified)	-16	-40	16	20	-1	11
CC(=O)NC(CS)C(=O)O (stereo unspecified)	1	2	-17	-28	-26	-47
[C-]#[O+].[C-]#[O+].[C-]#[O+].[C-]#[O+].[Fe].[N-]=C(C(F)(F)F)C(F)(F)F	-11	0	-12	-25	-16	-20
NC1(O)C(=O)NC(=O)NC1=O	-4	-28	-19	6	-21	-30
C=CC(=O)NCO	4	-20	-1	-12	-4	15
ClCCCCCCCCCCCl	-15	-12	-13	-9	11	-3
CC(/C=N/N=C(N)N)=N\N=C(N)N (tested in a mixture with another compound)	4	-42	-4	-9	-2	-12
COc1cc2c(c(OC)c1OC)-c1ccc(OC)c(=O)cc1[C@@H](NC(=O)CF)CC2	10	18	26	22	9	6
Cc1ccc(OP(=O)(Oc2ccc(C)c(C)c2)Oc2ccc(C)c(C)c2)cc1C	5	-9	-9	-17	-4	-9
NC(CCl)=NC1CN2CCC1CC2 (stereo unspecified)	-32	6	-13	-7	-22	-20
O=C([O-])C(F)(F)C(F)(F)F.[C-]#[O+].[C-]#[O+].[C-]#[O+].[C-]#[O+].[C-]#[O+].[Mn]	0	0	4	-7	-8	-29
CCCCCCCCCCCCCCCCOc1ccc(S(=O)(=O)F)cc1C(=O)Nc1ccc(S(=O)(=O)Nc2cccc3ccccc23)cc1	0	-3	-3	5	3	2
Cc1cc(O)c2c(c1)C(=O)C13C(=C2O)C(=O)C2C(O)C1C1C(O)C3C(=O)C3=C(O)c4c(O)cc(C)cc4C(=O)C321 (stereo unspecified)	80*	60	79*	69	70	76*
N#C[S-].[La+3].c1cnc2c(c1)ccc1cccnc12.c1cnc2c(c1)ccc1cccnc12.c1cnc2c(c1)ccc1cccnc12	92*	93*	94*	91*	92*	94*
CC(C)C(Br)C(=O)NCC(=O)O (stereo unspecified)	-53	-24	-53	-14	-16	-30
CC1=CCC2(C)C3CCC4(C)C(O)CCC4C3CCC2(C)C1 (stereo unspecified)	40	9	64	59	71*	12
CCCCCCNC(=O)CBr	17	3	15	30	35	5
CCCCOP(=O)(O)SP(=O)(O)OCCCC	2	21	11	-3	-14	17
O=Cc1ccccc1.[C-]#[O+].[C-]#[O+].[C-]#[O+].[Cr]	11	-19	2	16	7	-34
CC(C)(C)C[CH2][Hg][Cl]	100*	100*	100*	100*	99*	100*
C[N+](C)(C)Cc1ccc([N+](=O)[O-])cc1	6&-1	-30&-28	-6&-1	1&17	-1&-54	11&-2
ClCCN(CCCl)c1ccc(C=NCCCCN=Cc2ccc(N(CCCl)CCCl)cc2)cc1	7	89*	83*	86*	89*	47
OC1CC2CCC(C1)N2 (stereo unspecified)	14&8	24&-4	3&15	6&13	1&12	-6&5
COc1ccc2c(c1)[C@@]13CCCC[C@H]1[C@@H](C2)[N+](C)=CC3=NO	0	16	-20	8	-24	-11
CC(C)CC(NC(=O)C(N)Cc1ccc(N(CCCl)CCCl)cc1)C(=O)O (stereo unspecified)	22	9	-2	21	-1	15
CCOC(=O)C(O)(c1ccc(Cl)cc1)c1ccc(Cl)cc1	22	38	8	4	5	17
c1ccc2c(c1)sc1sc3c([n+]12)CCCC3	-4	-2	-5	-20	6	-9
CCOP(=O)(CC#N)OCC	3	-6	-7	0	-7	-12
c1ccc2c(c1)ccc1sc3c([n+]12)CCC3	2	-14	-18	-5	-1	-6
c1ccc(NNc2ccccc2)cc1	-6	-14	1	-6	8	2
CC(=O)[O-].CC(=O)[O-].O=C(N/N=C/c1cc(Cl)cc(Cl)c1O)c1ccncc1.[Ni+2]	0	-22	19	17	-13	18

Reprinted at random: six compounds from above.
SMILES	yeast bub3	cln2 rad14	yeast sgs1 mgt1	mlh1 rad18	yeast rad50	mec2-1
COc1ccc2c(c1)[C@@]13CCCC[C@H]1[C@@H](C2)[N+](C)=CC3=NO	0	16	-20	8	-24	-11
c1ccc(NNc2ccccc2)cc1	-6	-14	1	-6	8	2
Cc1nccc2c1[nH]c1ccc(Br)cc12	10	-2	-8	1	14	12
[Cl][Co][Cl].[NH-]CC[NH-].[NH-]CC[NH-]	2&37	9&-10	-5&25	-23&37	-10&19	30&9
CC(C)C(Br)C(=O)NCC(=O)O (stereo unspecified)	-53	-24	-53	-14	-16	-30
Oc1c(Cl)c(Cl)c(O)c(Cl)c1Cl	99*	96*	99*	99*	99*	99*

(next part)
SMILES	yeast bub3	cln2 rad14	yeast sgs1 mgt1	mlh1 rad18	yeast rad50	mec2-1
CCN(CC)CCn1ccc2ccccc21	-27	17	-10	-6	-11	-18
CCCCC(=O)[O-].N.N.N.N.N.[Co+3].[O-][Cl+3]([O-])([O-])[O-]	0	21	-18	-16	-20	19
CCOc1ccc(OCC)c(C(O)C(C)NC(C)C)c1 (stereo unspecified)	-4	0	6	-10	-1	9
CC(=O)OC1CCC2(C)C3CCC4(C)C(OC(=O)c5ccccc5)CCC4C3CC(Br)C2(O)C1 (stereo unspecified)	87*	91*	90*	86*	87*	88*
CC[As](CC)SCC1OC(OC(C)=O)C(OC(C)=O)C(OC(C)=O)C1OC(C)=O (stereo unspecified)	66	100*	68	99*	99*	99*
CC(Cl)CN1COc2ccc3ccc4c(c3c2C1)CN(CC(C)Cl)CO4 (stereo unspecified)	6	-18	28	34	29	14
CN(C)Cc1c[nH]c2ccccc12	0	-2	-4	-3	-1	-8
Cc1nnc(NC2=NCCO2)s1	-14	-28	-2	-4	-4	-6
O=P(N=C=S)(N=C=S)N=C=S	0	-12	9	-13	5	7
Cc1cc(-c2ccccc2)cc(C)[n+]1CC[n+]1c(C)cc(-c2ccccc2)cc1C	3	-48	-6	-19	-15	-11
CCC1(CCSC#N)C(=O)NC(=O)NC1=O	-3	-15	11	4	-8	-9
Cc1c2ccccc2c(CNCCSCCCl)c2ccc3ccccc3c12	98*	98*	98*	99*	97*	98*
